HT1080NT lethal: kills 2HG-producing HT-1080-NT fibrosarcoma cells. HT-1080-NT fibrosarcoma viability, CellTiter-Glo ATP luminescence, 48 h. Potency, µM (highest dose often 46.1 µM), without a hit: at the top dose activity, negative = less viability, hits mostly cytotoxic. 360,000 compounds, 1.6% hits;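 further: NT is the 2HG producing partner of a matched IDH1 knockdown line; potency means the concentration at half of the fitted maximal effect; 0% = DMSO-treated cells and -100% = media-only wells without cells; nearly all actives have a fitted effect of over 55% in size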
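Viability of the 2HG-overproducing fibrosarcoma line after 48 hours of compound exposure at 37 degrees C was determined by luminescence with CellTiter-Glo, and concentration-effect curves were then fitted and categorized.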
KB-V1 MDR tox: kills drug-selected multidrug resistant KB-V1 cells; AID 1347076; 400,000 compounds, 3.4% hits; Potency, µM (series often up to 46.1 µM), without a hit: at the highest dose activity change, negative = cytotoxicity, usual class: cytotoxic; KB-V1 MDR cells viability, CellTiter-Glo, 72 h; further: potency means the concentration at half of the fitted maximal effect; on the % scale 0 is the no-effect control and ±100 the full control effect; nearly all actives have a fitted effect of over 60% in size
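Luminescent ATP read-out (CellTiter-Glo, 10 min) measures survival of drug-selected KB-V1 MDR cells after 72 h, 37 degrees C compound exposure. Medium: phenol-red-free DMEM, 10% FBS. Values from fitted concentration-response curves.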
D3 antag: D3 dopamine receptor (human) antagonism | P35462 | D3R cells, DiscoveRx beta-arrestin luminescence, antagonist mode; hits give low values | max response, negative = inhibition, % | 360,000 compounds, 2.5% hits | AID 652054; in the data active means max response below about -50%; inconclusive means no clear call, values can overlap the other calls; further: on the % scale 0 is the no-effect control and ±100 the full control effect; mostly tested at two doses, the higher about 12 µM
Target sequence (P35462 whole entry, looked up): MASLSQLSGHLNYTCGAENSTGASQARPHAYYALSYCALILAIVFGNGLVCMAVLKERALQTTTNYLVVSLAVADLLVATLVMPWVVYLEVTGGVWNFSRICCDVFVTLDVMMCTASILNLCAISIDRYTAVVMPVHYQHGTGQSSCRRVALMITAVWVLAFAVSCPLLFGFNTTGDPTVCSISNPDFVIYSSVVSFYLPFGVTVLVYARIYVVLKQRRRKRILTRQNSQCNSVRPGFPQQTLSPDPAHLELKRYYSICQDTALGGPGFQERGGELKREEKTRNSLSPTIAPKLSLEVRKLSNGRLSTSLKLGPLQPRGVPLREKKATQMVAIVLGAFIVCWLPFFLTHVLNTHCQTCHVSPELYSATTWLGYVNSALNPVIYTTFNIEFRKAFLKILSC
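Cells plated overnight at 1500 cells/well, then exposed to library compounds with dopamine controls for 90 minutes at 37 degrees C. DiscoveRx reagent added for 30–60 minutes at room temperature; luminescence read, quantitative HTS format.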
KB-3-1 tox: kills parental KB-3-1 adenocarcinoma cells | 400,000 compounds, 1.4% hits | AID 1347075 | Potency, µM (titrated, usually from 46.1 µM), inactives show at the top dose activity change, negative = cytotoxic, usual class: cytotoxic | KB-3-1 viability, CellTiter-Glo ATP luminescence, 72 h; further: potency means the concentration at half of the fitted maximal effect; on the % scale 0 is the no-effect control and ±100 the full control effect; nearly all actives have a fitted effect of over 60% in size
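Parental KB-3-1 viability, qHTS format: 72 h compound exposure, 37 °C; CellTiter-Glo; media-only wells and DMSO plates as controls; concentration-effect fits on corrected data.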
IL1B secr inh: inflammasome signaling inhibition, IL-1 beta readout | activity change, % at 57.5 µM | 360,000 compounds, 4.7% hits | THP-1 LPS/ATP IL-1B secretion, AlphaLISA, 16 h; hits give low values; in the data active means activity change below about -50%; inconclusive means mostly about -30% to -49%; further: on the % scale 0 is the no-effect control and ±100 the full control effect
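Secreted IL-1B measured by AlphaLISA bead assay after 16 h compound exposure of THP-1 cells; compounds (final up to 57.5 uM) added 1 h before LPS (250 ng/mL) and ATP (1.25 mM) stimulation; lower signal means less secretion.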
D3 ag: activates the human D3 dopamine receptor; D3R DiscoveRx beta-arrestin cells, luminescence, 90 min; max activation, %; 410,000 compounds, 0.58% hits; in the data active means max activation above about 30%; further: 0% is about no effect; mostly tested at two doses, the higher about 12 µM
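Agonist-mode cell screen: cells plated at 1500/well and incubated overnight at 37 °C, then exposed to library compounds for 90 min at 37 °C. Detection reagent was added for 30–60 min at room temperature, and luminescence was read.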
HT1080 IDH1KD tx: kills HT-1080 cells with IDH1 knockdown; Potency, µM (titrated, usually from 46.1 µM), for inactives: top-dose activity, negative = toxicity, most hits filed as cytotoxic; HT-1080 IDH1 knockdown viability, ATP luminescence, 48 h; AID 686971; 360,000 compounds, 2% hits;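 further: potency means the concentration at half of the fitted maximal effect; 0% = DMSO wells and -100% = cell-free medium wells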
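Viability of IDH1-knockdown HT-1080 fibrosarcoma cells was assessed by CellTiter-Glo after 48 h at 37 °C with titrated compound; concentration-effect curves were classified by fit quality and response size.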
SW480 rereplic: induces DNA re-replication in SW480 colon adenocarcinoma cells | 340,000 compounds, 1.8% hits | AID 624297 | SW480 DNA re-replication, Hoechst DNA content imaging, 48 h | Potency, µM (series often up to 46.1 µM), for inactives: top-dose re-replication activation, actives largely listed as activators; further: potency means the concentration at half of the fitted maximal effect; % of control where 0% means no effect; nearly all actives have a fitted effect of over 55% in size
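DNA re-replication was detected as more nuclei of elevated Hoechst intensity after 48 hr exposure to compound (23 nL pinned per well of 250 cells).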
GLP1R ag: activates the human GLP-1 receptor | P43220 | HEK293 GLP-1R CRE-luciferase, luminescence, 4-6 h; cells express a hypersensitive GLP-1R form | Potency, µM (top dose mostly 45.6 µM), for inactives: at the top dose activation, usual class: activators | 380,000 compounds, 0.007% hits; further: potency means the concentration at half of the fitted maximal effect; % of control where 0% means no effect
Target sequence (P43220 whole entry, looked up): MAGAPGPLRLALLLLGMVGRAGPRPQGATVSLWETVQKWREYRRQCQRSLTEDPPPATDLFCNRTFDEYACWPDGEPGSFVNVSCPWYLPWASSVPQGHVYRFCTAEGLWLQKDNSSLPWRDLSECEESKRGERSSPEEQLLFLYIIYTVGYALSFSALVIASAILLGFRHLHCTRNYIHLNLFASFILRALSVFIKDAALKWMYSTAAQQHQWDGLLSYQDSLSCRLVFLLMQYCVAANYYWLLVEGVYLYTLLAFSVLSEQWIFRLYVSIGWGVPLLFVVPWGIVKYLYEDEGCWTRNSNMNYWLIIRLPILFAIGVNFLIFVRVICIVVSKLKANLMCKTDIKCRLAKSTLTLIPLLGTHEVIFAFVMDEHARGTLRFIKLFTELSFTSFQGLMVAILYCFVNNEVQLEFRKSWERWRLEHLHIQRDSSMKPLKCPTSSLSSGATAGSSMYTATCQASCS
An asterisk follows results filed as active; i = inactive; u = inconclusive; x = not tested or not shown; [ ] = another dose, or the depositor's remark. Unless noted, the call rests on the fitted dose curve; in most records, active means well fitted curve in the direction sought with a large enough effect; inconclusive means small, poorly fitted or top-dose-only effect, or another doubt; inactive means no such curve, though single readings can be large; an effect the other way counts as inactive or inconclusive.

SMILES	HT1080NT lethal	KB-V1 MDR tox	D3 antag	KB-3-1 tox	IL1B secr inh	D3 ag	HT1080 IDH1KD tx	SW480 rereplic	GLP1R ag
O=C(O)C1CCN(S(=O)(=O)Cc2ccccc2)CC1	9%	-9%	2	13%	-14	1	11%	3%	1%
CCC(=O)c1ccc(OCC(=O)N2CCN(S(=O)(=O)c3ccc(Cl)s3)CC2)cc1	-5%	u	16	-31%	8	-7	-8%	-10%	-8%
CCC(=O)N1CCN(c2ccccc2NC(=O)c2cccs2)CC1	4%	u	9	0%	i	-2	27%	3%	-2%
O=C(Nc1cc(-c2nc3cc(Cl)ccc3o2)ccc1Cl)c1ccco1	x	-9%	x	6%	x	2	x	x	17%
COc1cccc(C(=O)CSc2nnc(CNS(=O)(=O)c3ccc(C)cc3)n2C)c1	1%	-4%	-19	-1%	19	-6	0%	-7%	3%
c1cncc(CNc2c3c(nc4nnnn24)CCCC3)c1	0%	29%	8	0%	7	-1	-1%	-7%	-2%
CCCC1CCC(C(=O)Nn2c(C)nc3ccccc3c2=O)CC1 (configuration not stated)	0%	u	9	-9%	10	-2	-4%	-9%	3%
CCOC(=O)N1CCN(S(=O)(=O)c2ccc(C(=O)Nc3sc4c(c3C(N)=O)CC(C)(C)NC4(C)C)cc2)CC1	u	27%	-6	-1%	-1	-1	u	30%	2%
CC(=O)Nc1ccc(N/C=C/C(=O)c2ccc(Br)cc2)cc1	-1%	u	2	7%	13	3	4%	u	12%
CCn1cnc2sc(C(=O)O)c(C)c2c1=O	6%	16%	12	-7%	-4	1	5%	-7%	-6%
CC(NC(=O)CN1CCN(Cc2ccc(Cl)cc2)C1=O)c1ccc2c(c1)OCCO2 (configuration not stated)	-1%	-3%	16	-24%	-1	-4	-1%	-7%	-5%
Cc1ccccc1S(=O)(=O)N(CC(O)CN1CCCCC1)c1ccccc1 (configuration not stated)	-15%	21%	-21	3%	-5	-2	5%	-4%	18%
Cc1ccc(NC(=O)CC2C(=O)NCCN2C(=O)c2ccc(F)cc2)cc1 (configuration not stated)	1%	x	1	x	13	5	14%	-3%	6%
Nc1nc(SCc2ccccc2)c2ncn(C3OC(CO)C(O)C3O)c2n1 (configuration not stated)	28%	0%	-2	-18%	-27	-2	25%	-11%	7%
Cc1c(N=Nc2c(-c3ccc([N+](=O)[O-])cc3)[nH]n(C(N)=S)c2=O)cccc1[N+](=O)[O-]	u	16µM*	-24	21µM*	u	12	u	u	-1%
O=C(O)c1ccc(CSc2nc3c(c(=O)[nH]2)CCC3)cc1	9%	6%	0	0%	32	-1	15%	x	-3%
Cc1cc(O)c(C(C)C)cc1NC(=O)c1ccc(Cl)cc1	-5%	0%	-7	-4%	15	-3	-15%	0%	2%
O=C(c1cc(Br)ccc1Cl)N1CCN(c2ccc(N3CCOCC3)nn2)CC1	-15%	-7%	-13	u	18	-15	u	-44%	3%
COc1cc(C(=O)NNC(=O)C2CCCC2)cc(OC)c1OC	5%	20%	2	4%	11	3	5%	-23%	11%
O=S(=O)(Nc1cc(Cl)ccc1-n1cncn1)c1cc(Br)ccc1Br	u	-16%	17	u	-54*	10	u	-9%	-1%
COc1ccc(NC(C)=O)cc1NC(=O)CCn1c(=O)sc2ccccc21	1%	-9%	15	6%	1	9	11%	0%	9%
C/C(CC(=O)NCc1ccco1)=N\NC(=O)CC#N	-1%	14%	-1	11%	15	5	4%	-1%	4%
O=C(CN1CCN(Cc2cccc(Cl)c2)C1=O)NCc1cccs1	-9%	8%	-19	-2%	-20	-11	-11%	4%	-4%
CNC(=S)SCCOc1ccc(C)cc1	1%	-19%	14	5%	46	-4	1%	2%	-7%

At a glance, 4 of the compounds above.
SMILES	HT1080NT lethal	KB-V1 MDR tox	D3 antag	KB-3-1 tox	IL1B secr inh	D3 ag	HT1080 IDH1KD tx	SW480 rereplic	GLP1R ag
COc1ccc(NC(C)=O)cc1NC(=O)CCn1c(=O)sc2ccccc21	1%	-9%	15	6%	1	9	11%	0%	9%
C/C(CC(=O)NCc1ccco1)=N\NC(=O)CC#N	-1%	14%	-1	11%	15	5	4%	-1%	4%
O=C(CN1CCN(Cc2cccc(Cl)c2)C1=O)NCc1cccs1	-9%	8%	-19	-2%	-20	-11	-11%	4%	-4%
CNC(=S)SCCOc1ccc(C)cc1	1%	-19%	14	5%	46	-4	1%	2%	-7%

Carrying on.
SMILES	HT1080NT lethal	KB-V1 MDR tox	D3 antag	KB-3-1 tox	IL1B secr inh	D3 ag	HT1080 IDH1KD tx	SW480 rereplic	GLP1R ag
O=C(NCCc1ccccc1)c1cnn2c(C(F)F)cc(C3CC3)nc12	-19%	u	13	0%	-22	-15	-6%	-2%	23%
CCOCCCNC(=S)NCCc1ccccc1	25%	27%	1	12%	10	0	22%	3%	17%
CCNC(=O)C1(C)CCN(C(=O)c2ccc(C(F)(F)F)cc2)C1 (configuration not stated)	20%	4%	16	0%	25	7	13%	x	-3%
Cc1ccc(NC(=O)CCC(=O)NCCO)cc1	5%	12%	11	-1%	-4	4	3%	-18%	-8%
COc1ccccc1CNCc1ccc2c(c1)OCO2	-1%	u	-3	3%	-22	3	1%	x	7%
COc1cccc(N2C(=O)CSC23C(=O)N(CC(=O)Nc2cc(C)ccc2C)c2ccccc23)c1 (configuration not stated)	x	-1%	x	4%	x	5	x	x	12%
Cc1ccc(NC(=S)N2CCN(Cc3ccc4c(c3)OCO4)CC2)c(C)c1	-5%	-1%	0	17%	5	-1	-8%	1%[9.22 µM]	-8%
COc1cc(C(=S)N2CCCC2)cc(OC)c1OC	7%	16%	4	5%	-1	5	0%	-20%	-5%
CCOC(=O)c1c(-c2ccccc2)csc1NC(=O)CSc1ccccc1	18%	18µM*	14	-1%	3	14	17%	-1%	14%
Cc1ncc(CO)c(/C=N/NC(=O)c2ccccc2Br)c1O	-17%	-8%	10	-2%	144	3	u	u	5%
COc1ccc(C(=O)Nc2ccccc2C(=O)N/N=C/c2cccc3ccccc23)cc1	18µM*	u	-22	u	37	-1	18µM*	14%	-12%
CCN(CC)Cc1ccc(OC)c(Cl)c1	12%	0%	15	14%	13	-1	-1%	-14%	0%
COc1cc2sc(C)nc2c2ccccc12	-1%	-52%	6	-49%	-20	1	-2%	1%	1%
Cc1ccc(C2NC(c3ccc(C)cc3)C([N+](=O)[O-])C(C)(C)C2[N+](=O)[O-])cc1 (configuration not stated)	-11%	-25%	-1	0%	-12	5	-5%	u	1%
CC1(C)NC(=O)N(CC(=O)N2CCN(S(=O)(=O)c3cc(Cl)ccc3Cl)CC2)C1=O	12%	5%	-17	2%	-6	-11	0%	-4%	-2%
CCCCCCCCCC[n+]1cccc2c3ccccc3ccc21	4.1µM*	-10%	12	1.2µM*	0	1	2.3µM*	21%	-4%
O=C(COC(=O)CCNS(=O)(=O)c1ccc(Cl)cc1)NCc1ccco1	23%	u	-8	-9%	11	0	11%	1%	-5%
COC(=O)c1ccc(NC(=O)CSc2nc(=O)cc(N)n2-c2ccccc2)cc1	3%	-6%	12	1%	-11	0	5%	u	-2%
CCc1noc(C)c1C(=O)OCC(=O)Nc1cccc(C)c1	6%	-10%	11	2%	1	4	1%	-5%	0%
Cc1cc(OCCN2CCCCCC2)ccc1[N+](=O)[O-]	2%	11%	-68*	-1%	-11	-15	8%	1%	-1%
O=C(COC(=O)c1ccc(Cl)nc1)NCCc1ccc(F)cc1	-1%	0%	14	9%	-8	3	-4%	-7%	-1%
CCCCN(C)S(=O)(=O)c1cc2c(cc1Br)CCN2C(=O)C1CC1	-1%	-13%	-5	-12%	1	-6	-12%	5%	24%
O=C(Nc1ccc2c(c1)CCC2)c1cccs1	0%	u	-24	6%	-63*	-11	-13%	-3%	-5%
CCN(CC)S(=O)(=O)c1ccc2oc(SCC3CN=C(c4ccc(OC)cc4)S3)nc2c1 (configuration not stated)	-18%	u	2	u	-9	4	u	-6%	-7%
Cc1cc(C)c(C)c(S(=O)(=O)N2CCN(c3ccccn3)CC2)c1C	-17%	u	-4	-9%	11	2	0%	-15%	-1%
COc1ccc(-c2coc3c(C(=O)N4CCN(C)CC4)cccc23)c(C)c1	-16%	3%	-87*	0%	-6	-17	-16%	x	12%
CCc1cc(C(=O)N2CCCC(CNS(=O)(=O)c3cccs3)C2)n(C)n1 (configuration not stated)	-4%	-15%	4	-3%	19	4	-4%	17%	-4%
Cc1nc2cc(Cl)c([N+](=O)[O-])cc2s1	2%	5%	1	0%	11	0	-3%	-13%	8%
O=C(CCS(=O)(=O)c1cccc2nonc12)NCCc1ccccc1	2%	3%	9	8%	2	4	3%	-4%	0%
O=C(CN1C(=O)NC2(CCCC2)C1=O)N1CCN(S(=O)(=O)c2cccc(F)c2)CC1	6%	-1%	7	-5%	-3	2	0%	-6%	-5%
N#CCCN(Cc1cccnc1)C(=S)NC(=O)c1ccccc1	-2%	0%	15	0%	19	-4	0%	-3%	-10%
Cc1ccc(-c2nnn(CC(=O)Nc3nnc(C(C)C)s3)n2)cc1	2%	1%	7	11%	15	2	1%	u	1%
O=C(O)c1ccc(N=C2NC(=O)C(CO)(CO)S2)cc1	-1%	1%	5	12%	-11	10	1%	-35%[inhibitor]	-1%
CC(O)(c1cccc(F)c1)c1nc(-c2cnc3ccccc3c2)cs1 (configuration not stated)	15µM*	u	-2	-6%	57	12	u	x	7%
CC(C)(C)C1CCC2(CC1)C(Nc1cccc(C(F)(F)F)c1)=NC(=S)N2CC#N (configuration not stated)	3%	22%	13	-3%	10	0	3%	9%	-6%
CCOC(=O)[C@H]1[C@H]2COc3ccc(C)cc3[C@@H]2N2C(=O)c3cc(F)ccc3NC(=O)[C@@]12C	4%	-8%	7	-7%	u	-1	7%	2%	3%

Screening data (PubChem BioAssay)

Random draw from the library (roughly 12% active in at least one column).
